KKLEB cytotox – cytotoxicity in KKLEB CF airway cells, primary screen, cytotoxicity control for CF NF-kB inhibitor project, cell-based, uHTS, fluorescence assay plates | actives 0.36% (n = 360,000) | AID 602141, 2011 | activity change (cytotoxicity), % at 5 µM | KKLEB CF airway cells viability, ATPlite luminescence, overnight; active compounds read low; cells stimulated with P. aeruginosa culture filtrate;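 active = corrected activity change at or below -50% at 5 µM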
NR2E3 ag-1 – NR2E3 agonists in two-hybrid cells, primary screen, cell-based, luminescence, CHO-S, Gal4-NCOR/VP16-NR2E3 | Photoreceptor-specific nuclear receptor (Homo sapiens), Q9Y5X4 | luciferase | inhibition of corepressor binding, % at 3.98 µM | actives 0.35% (n = 360,000) | AID 602229, 2012;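 active = inhibition above the mean of all tested compounds plus 3 SD, cut at about 70% in these data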;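 note: 0% = DMSO with NR2E3 transfected cells and 100% = cells lacking NR2E3 construct; higher means lower luciferase signal from less NR2E3 corepressor binding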
Target sequence (Q9Y5X4 whole entry, looked up, the tested form may be a part): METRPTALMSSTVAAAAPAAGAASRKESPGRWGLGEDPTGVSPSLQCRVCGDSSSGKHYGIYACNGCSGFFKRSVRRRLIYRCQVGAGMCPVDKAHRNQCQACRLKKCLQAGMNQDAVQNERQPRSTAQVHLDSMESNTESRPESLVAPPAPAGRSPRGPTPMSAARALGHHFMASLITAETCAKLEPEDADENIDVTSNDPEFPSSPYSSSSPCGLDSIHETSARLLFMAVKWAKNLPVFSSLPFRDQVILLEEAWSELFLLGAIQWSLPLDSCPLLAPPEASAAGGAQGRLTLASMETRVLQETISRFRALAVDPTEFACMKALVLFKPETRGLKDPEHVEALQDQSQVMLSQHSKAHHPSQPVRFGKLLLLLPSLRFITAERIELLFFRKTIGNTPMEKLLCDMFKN
hiPSC survival – enhancers of single-cell hiPSC survival, primary screen, ATPlite luminescence; 100% = ROCK inhibitor wells, 0% = DMSO; survival enhancement, % at 20 µM; actives 0.044% (n = 360,000); in the data active = survival enhancement above about 18%;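 note: cells exposed to compounds for 16 hours before the ATP read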
C8 TRAIL sens – viability loss with TRAIL in NB7+C8 cells, primary screen, TRAIL sensitizer project, cell-based, ATPlite luminescence. actives 1% (n = 360,000). inhibition (viability loss, TRAIL sensitization), % at 10 µM;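 active = compounds causing at least 50% loss of cell viability in the single-dose screen, relative to plate controls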
HIF-2a block – HIF-2a reporter inhibitors, primary screen, luminescence, 786-0 RCC cells | inhibition, % at 18.8 µM | 786-0 RCC cells HIF-2a reporter, luciferase luminescence, overnight | actives 0.72% (n = 360,000) | AID 624352, 2012;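 active = inhibition of the luminescence signal of 40% or more relative to plate controls, in a single-dose primary screen at 18.75 µM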
NR2E3 ag-2 – inhibitors of NR2E3-RetCOR corepressor binding, primary screen, NR2E3 agonist project, biochemical, TR-FRET, GST-NR2E3, biotin-RetCOR; Photoreceptor-specific nuclear receptor (Homo sapiens), Q9Y5X4; 1536-well; inhibition of corepressor binding, % at 4.78 µM; actives 0.12% (n = 320,000); AID 2300, 2010;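 active = percent inhibition above the cutoff of mean plus 3 SD of all tested compounds, set per screening campaign, cut at about 20% in these data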;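 note: 0% = DMSO wells and 100% = biotin wells as full block of FRET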
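Material: NR2E3–RetCOR corepressor complex / Incubation: Compound–protein incubation for 5 h at 4 °C / Dosing: compound at 4.8 µM, single dose / Detection: time-resolved FRET / Benchmarks: high control biotin, low control 0.6% DMSO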
CF NFkB block – inhibitors of PAF-induced NF-kB signaling, primary screen, cell-based, GFP fluorescence, uHTS; KKLEB NF-kB-GFP reporter, GFP fluorescence overnight; inhibition, % at 5 µM; actives 0.86% (n = 360,000); AID 588850, 2011;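 active = at least 50% inhibition at 5 µM, scaled per plate between neutral and stimulator controls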;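 note: PAF is a Pseudomonas aeruginosa culture filtrate used as stimulus; plate controls were PAF-stimulated DMSO wells for no effect and unstimulated DMSO wells for full effect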
TRPM1 prom inh – inhibitors of MITF-dependent TRPM1 promoter reporter, primary screen, cell-based, SK-MEL-5, single point, luciferase. inhibition, % at 12.5 µM. AID 488899, 2010. SK-MEL-5 TRPM1 promoter luciferase, 24 h. actives 0.83% (n = 330,000);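 active = mean inhibition across replicates of 60% or more, whatever share of single replicates reaches that level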; note: values of inactives mirror those of a sister screen read the other way
Peg3 promoter – Peg3 promoter-driven luciferase inhibitors, primary screen, cell-based, HeLa, luciferase luminescence. inhibition, % at 20 µM. HeLa PEG-Prom luciferase reporter, overnight. AID 588405, 2011. actives 1.7% (n = 360,000);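 active = inhibition of at least 50% at 20 µM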
EBV LMP1 NFkB – EBV LMP1-driven NF-kappaB luciferase reporter inhibitors, primary screen, cell-based, luminescence, single point; LMP1-induced NF-kappaB luciferase reporter cells; inhibition, % at 12.5 µM; actives 0.69% (n = 350,000); AID 504558, 2011; in the data active = inhibition above about 41%;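 note: 0% = neutral control wells and 100% = reference inhibitor control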
Shn3 3UTR inh – reduction of Shn3 3'UTR firefly luciferase signal, primary screen, Schnurri-3 inhibitor project, cell-based, Clone20 osteoblasts, set 2. inhibition, % at 12.5 µM. actives 0.52% (n = 360,000). Clone20 osteoblast Shn3 3'UTR firefly luciferase, 24 h;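 active = mean inhibition of at least 75% with every replicate also reaching 75%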;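 note: 0% = median of neutral control wells and 100% = pilot-screen positive control compound; some compounds past the cut are filed as inactive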
An asterisk follows results filed as active; nt = no result given. An excerpt; rates above refer to the full screens.

SMILES	KKLEB cytotox	NR2E3 ag-1	hiPSC survival	C8 TRAIL sens	HIF-2a block	NR2E3 ag-2	CF NFkB block	TRPM1 prom inh	Peg3 promoter	EBV LMP1 NFkB	Shn3 3UTR inh
Cc1nc2ccccc2cc1OCc1ccc(Cl)cc1	3	78*	1.0	29	-193	2	-8	3	-87	-13	67
Cc1ccc(-c2n[nH]c(=O)c3ccccc23)cc1S(=O)(=O)NCCO	-6	-8	-1.8	0	11	-1	2	12	13	8	-12
Cc1ccc(NC(=O)Nc2nnc(CSCCOc3ccc(Cl)cc3)s2)cc1	8	-20	-0.9	12	8	-5	8	9	16	-3	18
Cc1ccc(SCC(=O)O/N=C(\N)c2ccncc2)cc1	16	-33	-0.4	15	-74	-1	-1	-5	-43	-2	-22
O=C(Nc1nc(-c2cccs2)cs1)c1cccc(S(=O)(=O)N2CCCCC2)c1	6	-7	-3.2	4	-23	0	-11	5	-6	-1	nt
O=C(ONC1=NCCCCC1)c1ccc(Cl)cc1	-15	-15	2.6	83*	30	0	9	-9	101*	-26	-23
CCCC(C)(C)C(=O)N1CCC1(C)C(=O)NS(=O)(=O)c1cccc(Cl)c1 (stereo not given)	0	14	-2.2	0	6	nt	5	nt	11	nt	-30
COc1ccc(C(=O)NCCc2nnc3ccc(SCC(=O)Nc4cc(C)on4)nn23)cc1	-6	25	0.9	-14	15	-2	25	0	9	-5	3
COCCNC(=O)c1ccc(CN2CCC(Cc3ccccc3)CC2)cc1	1	12	-0.6	2	18	2	8	8	36	6	2
O=C(Nc1ccc(NC(=O)c2cccs2)cc1)c1ccc(Br)o1	5	-34	-0.5	14	-57	4	0	-8	-47	-9	-4
COc1ccc(-c2nn(-c3ccccc3)cc2/C=N/Nc2ccccn2)cc1OC	16	-19	-1.1	15	-107	-2	-25	-12	38	-54	48
CCOC(=O)C1=C(CC)Nc2ccccc2N/C1=N\S(=O)(=O)c1cc(Br)ccc1Br	1	57	0.1	2	11	nt	19	1	47	6	-47
NC(=O)C1(N2CCCCC2)CCN(S(=O)(=O)c2cc(Cl)sc2Cl)CC1	8	-18	-0.3	5	18	0	-4	nt	4	nt	20
O=C(c1ccc(C(F)(F)F)cc1)C1CCCN(C(=O)Cn2cncn2)C1 (stereo not given)	7	-23	0.6	-6	9	2	-38	-1	19	3	9
COC(=O)[C@]1(C)N[C@H](CN(C)C(=O)Nc2ccc(Cl)cc2)[C@@H]2C(=O)N(Cc3ccccc3)C(=O)[C@@H]21	5	-18	-0.4	-7	5	nt	-2	-9	5	-8	4

Record cards (already shown). Order of values: KKLEB cytotox	NR2E3 ag-1	hiPSC survival	C8 TRAIL sens	HIF-2a block	NR2E3 ag-2	CF NFkB block	TRPM1 prom inh	Peg3 promoter	EBV LMP1 NFkB	Shn3 3UTR inh
COCCNC(=O)c1ccc(CN2CCC(Cc3ccccc3)CC2)cc1 as listed: 1	12	-0.6	2	18	2	8	8	36	6	2
COC(=O)[C@]1(C)N[C@H](CN(C)C(=O)Nc2ccc(Cl)cc2)[C@@H]2C(=O)N(Cc3ccccc3)C(=O)[C@@H]21 as listed: 5	-18	-0.4	-7	5	nt	-2	-9	5	-8	4

Sorted by count of non-hydrogen atoms (lowest first): 3 of the compounds above
SMILES	KKLEB cytotox	NR2E3 ag-1	hiPSC survival	C8 TRAIL sens	HIF-2a block	NR2E3 ag-2	CF NFkB block	TRPM1 prom inh	Peg3 promoter	EBV LMP1 NFkB	Shn3 3UTR inh
O=C(c1ccc(C(F)(F)F)cc1)C1CCCN(C(=O)Cn2cncn2)C1 (stereo not given)	7	-23	0.6	-6	9	2	-38	-1	19	3	9
COCCNC(=O)c1ccc(CN2CCC(Cc3ccccc3)CC2)cc1	1	12	-0.6	2	18	2	8	8	36	6	2
CCOC(=O)C1=C(CC)Nc2ccccc2N/C1=N\S(=O)(=O)c1cc(Br)ccc1Br	1	57	0.1	2	11	nt	19	1	47	6	-47

The list goes on.
SMILES	KKLEB cytotox	NR2E3 ag-1	hiPSC survival	C8 TRAIL sens	HIF-2a block	NR2E3 ag-2	CF NFkB block	TRPM1 prom inh	Peg3 promoter	EBV LMP1 NFkB	Shn3 3UTR inh
c1csc(CNCCN2CCOCC2)c1	0	10	-0.2	4	6	2	2	-1	4	-7	4
COC(=O)c1c(-c2ccc(F)cc2)csc1NC(=O)C1CCCO1 (stereo not given)	-2	-45	-0.8	2	-138	0	-2	-58	-126	-17	3
Brc1ccccc1/C=N/N1CCCCC1	12	-19	1.2	1	45*	3	-19	-4	0	-2	-16
Cc1c(CN2CCN(CC(C)(C)C)C(CCO)C2)[nH]c2ccccc12 (stereo not given)	-7	-29	-0.3	4	10	nt	-4	10	1	-9	2
COc1ccc2cc1Oc1ccc(cc1)C[C@H]1c3c(cc4c(c3Oc3cc5c(cc3OC)CCN(C)[C@@H]5C2)OCO4)CCN1C	-22	0	-4.7	7	8	-1	9	63*	87*	-89	-30
COc1cccc(-c2nnc3sc(-c4ccccc4)nn23)c1	2	-30	5.6	-3	4	2	-10	-64	0	-15	-63
CS(=O)(=O)Nc1cccc(NC(=O)c2ccc(-n3ccnc3)c3ccoc23)c1	-1	-18	1.9	-4	-18	nt	-13	nt	-13	nt	-3
COCCCNC(=O)COC(=O)c1ccc(-c2nc3ccccc3s2)s1	2	-14	-0.2	13	-113	0	-16	3	-96	1	-53
CCC(C)c1ccc(NC(=S)NCCn2cc(Cl)cn2)cc1 (stereo not given)	2	-26	-2.1	3	-23	1	1	11	-3	0	9
O=[N+]([O-])c1ccc(O)c(CNCc2ccccc2)c1	1	-2	1.4	3	14	nt	-7	8	-15	6	-2
CCN1CCN(c2ccc(S(=O)(=O)N3CCOCC3)cc2NC(=O)c2sccc2C)CC1	-7	10	-0.7	6	5	-4	-3	2	-5	3	1
CC(C)Cn1c(SCC(=O)NC(=O)NC2CCCC2)nc2ccccc21	8	-4	-0.6	-2	14	3	-9	19	11	-3	-16
Cc1cc(C)nc(Nc2ccc(C(=O)O)cc2)n1	-12	-72	0.6	1	-122	1	12	-55	-124	-25	-68
CCCN1CCN(C(=O)c2ccccc2-c2nc3ccccc3s2)CC1	3	9	1.2	-12	11	-1	-16	3	11	-6	15
CC(C)C(CCNC1CCN(C)CC1)c1ccc(Cl)cc1 (stereo not given)	-23	9	-0.9	7	23	0	16	90*	100*	-23	11
O=C(O)COCC(=O)Nc1ccc(-n2nc(C(F)(F)F)cc2-c2cccs2)cc1	4	-21	0.0	3	19	0	-7	3	11	2	-1
C=CCNS(=O)(=O)c1ccc(N2C(=O)c3ccccc3C2=O)cc1	12	-11	0.2	2	10	3	-13	8	8	4	-11
CCC(C)NC(=O)COC(=O)c1csc2c1CCCC2 (stereo not given)	-2	5	-1.8	-5	12	3	12	-7	-27	3	0
Cc1ccc(S(=O)(=O)c2cccc(S(=O)(=O)N3CCOCC3)c2)cc1S(=O)(=O)N1CCOCC1	6	-8	-1.6	-10	19	4	1	-3	3	-8	-18
O=C(COc1cccc(Br)c1)Nc1ccc(N2CCOCC2)cc1N1CCOCC1	-4	0	-0.3	-21	8	1	14	4	33	-10	2
O=C(CCCC(=O)N/N=C/c1ccccc1C(=O)O)N/N=C/c1ccccc1C(=O)O	6	-17	-0.6	-1	2	-3	-33	20	13	-2	-7
COc1ccc(/C(O)=C2\C(=O)C(=O)N(Cc3ccco3)C2c2ccc(OC)cc2OC)cc1 (stereo not given)	1	-4	3.2	-20	5	9	4	-7	-6	-6	-11
Cc1nc2cc(N3CCN(C)CC3)c(NC(=O)Cc3ccccc3)cc2c(=O)n1Cc1ccccc1	-5	-3	0.3	-13	37	4	6	-7	-11	-8	25
CCOc1ccccc1C(=O)NCC(=O)N(C)Cc1ccccc1C	3	8	-0.6	-17	-2	-3	5	-27	15	nt	-6
CCc1nc(Nc2ccc(OC)c(OC)c2)c2nnn(Cc3ccccc3Cl)c2n1	2	-11	1.5	28	13	2	11	71*	25	27	85
Cc1cccc(NC(=O)c2cccs2)n1	9	-53	2.7	10	-210	-2	-2	-37	-176	-12	-73
CCOC(=O)N1CCN(CC(O)COCCC23CC4CC(CC(C4)C2)C3)CC1 (stereo not given)	-2	16	4.0	13	15	2	-4	-13	15	2	-16
CCCc1nnc(NC(=O)C2CCN(C(=O)c3ccco3)CC2)s1	8	3	-0.5	11	1	4	0	-3	-12	-9	5
Cc1ccc(CCNC(=O)c2ccc(CS(=O)(=O)c3ccccc3C)o2)cc1	1	0	-0.2	-4	-6	1	-12	4	1	-3	22
CC(=O)Nc1ccc(S(=O)(=O)N=S(C)(C)=O)cc1	7	1	0.8	-11	8	-2	1	4	-1	4	-19

Ordered by the number under EBV LMP1 NFkB (descending): five from the list above
molecule | NR2E3 ag-1 | HIF-2a block | NR2E3 ag-2 | CF NFkB block | TRPM1 prom inh | Peg3 promoter | EBV LMP1 NFkB | Shn3 3UTR inh
CC(=O)Nc1ccc(S(=O)(=O)N=S(C)(C)=O)cc1 | 1 | 8 | -2 | 1 | 4 | -1 | 4 | -19
CCC(C)NC(=O)COC(=O)c1csc2c1CCCC2 (stereo not given) | 5 | 12 | 3 | 12 | -7 | -27 | 3 | 0
O=C(O)COCC(=O)Nc1ccc(-n2nc(C(F)(F)F)cc2-c2cccs2)cc1 | -21 | 19 | 0 | -7 | 3 | 11 | 2 | -1
O=C(CCCC(=O)N/N=C/c1ccccc1C(=O)O)N/N=C/c1ccccc1C(=O)O | -17 | 2 | -3 | -33 | 20 | 13 | -2 | -7
COc1ccc(/C(O)=C2\C(=O)C(=O)N(Cc3ccco3)C2c2ccc(OC)cc2OC)cc1 (stereo not given) | -4 | 5 | 9 | 4 | -7 | -6 | -6 | -11

Later entries:
SMILES	KKLEB cytotox	NR2E3 ag-1	hiPSC survival	C8 TRAIL sens	HIF-2a block	NR2E3 ag-2	CF NFkB block	TRPM1 prom inh	Peg3 promoter	EBV LMP1 NFkB	Shn3 3UTR inh
CC(C)CNC(=O)c1ccccc1NC(=O)Nc1ccccc1	-2	-19	-2.8	-1	-14	4	11	0	-4	-1	-11
CC(C)c1csc2nc3n(c(=O)c12)CCCCC3	-11	-9	2.0	-13	-30	1	13	-4	-18	-9	3
COc1cccc(C(=O)OCC(=O)NCCNC(=O)COC(=O)c2cccc(OC)c2OC)c1OC	-5	-7	1.0	-3	13	-1	-1	-4	8	0	-26
Cc1ccc(NC(=O)CCN2CCC(C(N)=O)CC2)cc1	0	10	0.1	5	6	4	-2	5	2	-5	5

Source: PubChem BioAssay (several laboratories)
